Screening data (PubChem)
GRP78 ERSR act – ER stress response induction in glioma | Potency, µM, inactives show top-dose activation, actives largely listed as activators | hit rate 0.02% among 420,000 | U87-MG GRP78 promoter luciferase reporter, 16 h; also: potency is read from the fitted curve at half-maximal effect; series mostly up to about 76 µM; % of control where 0% means no effect; nearly all actives have a fitted effect of over 35% in size
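ERSR induction read as luciferase luminescence (Bright-Glo, 10 min at room temperature) in stably transfected human U87-MG glioma cells exposed to compounds for 16 h, using GRP78 as sensor.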
RGS4 inhibitor – blocks human RGS4-accelerated GTP hydrolysis; P49798; Transcreener GDP fluorescence polarization, RGS4-accelerated GTP hydrolysis; Potency, µM (doses to about 114 µM), for inactives: at the top dose activity change, negative = inhibition, most hits filed as inhibitors; hit rate 0.039% among 390,000; AID 504845; also: potency is read from the fitted curve at half-maximal effect; % is scaled to controls: 0 for no effect and ±100 for the full control effect; nearly all actives have a fitted effect of over 75% in size; some results filed as inactive show a strong effect at the top dose
Target sequence (P49798 whole entry, looked up): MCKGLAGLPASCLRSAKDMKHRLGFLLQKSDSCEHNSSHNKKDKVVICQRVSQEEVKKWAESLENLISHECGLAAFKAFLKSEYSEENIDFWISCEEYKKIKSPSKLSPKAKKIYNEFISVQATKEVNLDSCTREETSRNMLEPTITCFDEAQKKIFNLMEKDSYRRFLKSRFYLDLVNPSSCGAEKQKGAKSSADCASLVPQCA
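MLSMR compounds (23 nl, pin-transferred) preincubated 10 min at room temperature with a 500nM (2x) first reagent, then RGS4 at 900nM (2x) plus Transcreener GDP mix added; fluorescence polarization (620/688 nm) read before and after 90 min at 30 °C.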
D2 agonist – agonists of human D2 dopamine receptor. P14416. HEK293 T-REx D2 cells, calcium flux agonist mode. activation, % at 2 µM. hit rate 0.53% among 340,000;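 active = activation over 3 SD above normal in the single-dose calcium agonist read, cut at about 30% in these data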; also: 0% is about no effect
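Agonism is scored from calcium flux in a force-coupled, inducible HEK293 cell line expressing D2, read kinetically for 180 s after compound addition against dopamine controls.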
D2 antagonist – antagonizes the human D2 dopamine receptor; P14416; HEK293 TREx D2 cells, calcium flux, dopamine EC80; inhibition, % at 10 µM; hit rate 2% among 340,000; AID 485344; in the data active = inhibition above about 30%; also: 0% is about no effect
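In this primary screen, negative modulation is detected by tracking calcium flux after an EC80 dopamine challenge in inducible HEK293 T-REx D2 cells preexposed to test compound for 180 s.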
LDHA inh – LDHA (human) enzyme inhibition; activity change, % (values are at about 110 or 230 µM); purified LDHA, NADH/diaphorase-resazurin fluorescence; hits give low values; P00338; hit rate 0.15% among 480,000; in the data active = activity change below about -30%; inconclusive = mostly about -25% to -30%;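 also: plate controls were DMSO wells for no effect and wells without enzyme for full effect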
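Remaining NADH was detected by diaphorase (0.133 mg/mL) converting 37 µM resazurin to fluorescent resorufin, read at 0 and 20 minutes. The preceding 5-minute room-temperature reaction used 2 nM LDHA, 0.2 mM sodium pyruvate and 0.06 mM NADH at pH 7.4.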
Vif-APOBEC3G blk – inhibitors of Vif-APOBEC3G interaction. Q9HC16. HeLa A3G-eYFP + Vif (tagged APOBEC3G with the HIV-1 protein that degrades it), YFP fluorescence, overnight. hit rate 0.076% among 410,000. Potency, µM (series often up to 46.1 µM), for inactives: at the highest dose activity, negative = active, actives largely listed as inhibitors;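 also: potency is read from the fitted curve at half-maximal effect; % is scaled to controls: 0 for no effect and ±100 for the full control effect; nearly all actives have a fitted effect of over 60% in size; hits raise eYFP signal because A3G escapes Vif-driven loss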
Target sequence (Q9HC16 whole entry, looked up): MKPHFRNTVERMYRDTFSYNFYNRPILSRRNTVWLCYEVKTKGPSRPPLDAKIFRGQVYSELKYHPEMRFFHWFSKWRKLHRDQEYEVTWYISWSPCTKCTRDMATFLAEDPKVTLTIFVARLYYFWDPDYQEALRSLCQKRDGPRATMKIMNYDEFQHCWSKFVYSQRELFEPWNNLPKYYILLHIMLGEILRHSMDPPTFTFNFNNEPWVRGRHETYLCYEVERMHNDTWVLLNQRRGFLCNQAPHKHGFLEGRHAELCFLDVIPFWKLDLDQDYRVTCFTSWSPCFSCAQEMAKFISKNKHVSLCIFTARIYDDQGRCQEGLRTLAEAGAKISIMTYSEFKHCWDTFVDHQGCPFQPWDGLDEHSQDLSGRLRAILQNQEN
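Read-out is eYFP fluorescence (Ex 488/Em 500-530) from Vif-expressing HeLa A3G-eYFP cells; more signal means A3G escaped Vif-mediated degradation. Cells plated overnight, compound pinned in, incubated overnight at 37 deg C.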
Vif-A3F inh – inhibitors of Vif-A3F interaction | HeLa A3F-eYFP + Vif (tagged APOBEC3F with the HIV-1 protein that degrades it), YFP fluorescence increase | AID 602313 | hit rate 0.2% among 390,000 | Potency, µM (series often up to 46.1 µM), inactives show at the top dose activity, negative = active; also: potency is read from the fitted curve at half-maximal effect; % of control where 0% means no effect; nearly all actives have a fitted effect of over 65% in size
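HeLa cells stably expressing A3F-eYFP plus Vif, plated and incubated overnight at 37 deg C, then exposed to compounds overnight at 37 deg C. Blocked degradation read as raised yellow fluorescence (Ex 488/Em 500-530).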
ERG-DNA inh – inhibitors of human ERG Ets domain-DNA interaction; P11308; fluorescence polarization, His-ERG Ets domain / labelled DNA; Potency, µM (doses to about 76.9 µM), for the others: top-dose FP activity, negative = inhibition, usual class: inhibitors; hit rate 0.028% among 370,000; AID 624246; active = well fitted inhibition curve with a large enough effect in the polarisation, with a control signal flat; inconclusive = small, poorly fitted or top-dose-only effect, or effect the other way, or a change in a side signal; inactive = no such curve, though single readings can be large or run the other way; the % refers to the polarisation;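 also: polarization taken with two DNA probes labelled with fluorescein and Texas red; potency is read from the fitted curve at half-maximal effect; % of control where 0% means no effect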
Target sequence (P11308 whole entry, looked up, the tested form may be a part): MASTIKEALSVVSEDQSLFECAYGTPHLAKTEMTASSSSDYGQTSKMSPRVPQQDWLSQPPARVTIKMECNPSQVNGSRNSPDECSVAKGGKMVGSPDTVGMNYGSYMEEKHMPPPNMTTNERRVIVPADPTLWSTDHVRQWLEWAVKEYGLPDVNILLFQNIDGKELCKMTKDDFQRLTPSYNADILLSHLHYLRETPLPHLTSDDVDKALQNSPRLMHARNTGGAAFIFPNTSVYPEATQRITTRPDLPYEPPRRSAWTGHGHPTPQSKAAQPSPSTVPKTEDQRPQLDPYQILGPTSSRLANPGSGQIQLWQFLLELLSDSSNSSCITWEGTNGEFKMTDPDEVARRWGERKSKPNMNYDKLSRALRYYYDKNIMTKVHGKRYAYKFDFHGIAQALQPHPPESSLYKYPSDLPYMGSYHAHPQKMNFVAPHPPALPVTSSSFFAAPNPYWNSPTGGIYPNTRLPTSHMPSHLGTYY
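His-tagged ERG Ets domain (1 uM in the protein solution; 300mM KCl, 50mM Tris-HCl, 1mM EDTA, 1mM DTT, pH 7.5) received compound, then a probe mix of 5 nM fluorescein-DNA and 100nM Texas-615-DNA. Fluorescence polarization was read for both dyes.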
ALOX12 inh – blocks human arachidonate 12S-lipoxygenase; AID 1671190; purified 12hLO, xylenol orange hydroperoxide absorbance; hit rate 1.1% among 580,000; Potency, µM (series often up to 108 µM), for inactives: at the top dose activity change, negative = inhibition, usual class: inhibitors; also: potency is read from the fitted curve at half-maximal effect; % is scaled to controls: 0 for no effect and ±100 for the full control effect
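Purified human 12hLO at 150 nM in 25 mM Hepes, 0.01% Triton X-100, pH 7.0, preincubated 15 min at room temperature with compound. Reaction started with 40 uM arachidonic acid, 30 min at room temperature. Hydroperoxide measured by Fe-xylenol orange, 573/405 nm absorbance ratio.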
Starred values were filed as active, the others as inactive; ? = inconclusive; . = not tested or not shown; [ ] = dose if it differs, or a comment. Unless noted, calls follow the shape of the dose curve; as a rule, active = well fitted curve in the direction sought with a large enough effect; inconclusive = small, poorly fitted or top-dose-only effect, or another doubt; inactive = no such curve, though single readings can be large; an effect the other way counts as inactive or inconclusive.

| SMILES | D2 antagonist | GRP78 ERSR act | RGS4 inhibitor | Vif-APOBEC3G blk | ERG-DNA inh | ALOX12 inh | Vif-A3F inh | D2 agonist | LDHA inh |
| --- | --- | --- | --- | --- | --- | --- | --- | --- | --- |
| COc1ccc(C(Nc2ccc(S(=O)(=O)N3CCOCC3)cc2)C(=O)NCCC(C)C)cc1OC (centres undefined) | 11 | -4% | -3% | -3% | 2% | -18% | 0% | 4.6 | -1 |
| COC(=O)c1cc(=O)nc2sc(-c3cccs3)nn12 | -2 | -4% | -13% | 4% | 6% | -14% | -6% | -0.1 | -3 |
| O=C(CSc1nnc(CNC(=O)c2c(F)cccc2Cl)o1)Nc1ccc2c(c1)OCO2 | 5 | -4% | 26% | -2% | 2% | 0% | -5% | -0.7 | -1 |
| CCOC(=O)c1cccc(-n2c(C)nc3ccccc3c2=O)c1 | -6 | -4% | -8% | -3% | 11% | ? | -7% | -0.6 | -3 |
| Cc1noc(C)c1-c1ccc2ncnc(NCC3CCCCN3C)c2c1 (centres undefined) | 4 | 3% | 0% | 6% | . | -1% | -1% | -0.4 | 2 |
| CCN(CC)c1ccc(S(=O)(=O)N2CCOCC2)cc1NC(=O)CN1C(=O)NC2(CCCC2)C1=O | 4 | -7% | -8% | -4% | 2% | -4% | -15% | -0.6 | -2 |
| COc1cc(NS(=O)(=O)c2ccc(C)cc2)c2ncccc2c1 | -22 | -8% | -38% | -13% | 0% | . | 5% | 0.1 | 7 |
| CCOC(=O)c1c(-c2ccc(C)o2)csc1NC(=S)NC(=O)c1cccs1 | 0 | -2% | ? | -8% | 9% | ? | 2% | 0.7 | 4 |
| Cc1ccc(C(=O)C[n+]2ccccc2C)cc1[N+](=O)[O-] | 2 | 2% | -14% | 1% | 2% | -8% | -11% | 0.2 | 3 |
| O=c1c2[nH]c3ccc(F)cc3c2ncn1Cc1ccncc1 | 4 | -2% | 13% | 4% | -4% | -1% | 5% | -0.6 | -10 |
| COc1ccc(C(=O)CSc2nnc(COc3ccc(C#N)cc3)n2-c2ccccc2)cc1 | -6 | -1% | -33% | -13% | -9% | 0% | 8% | 0.9 | -4 |
| CC(C)CC(c1nnnn1Cc1cccs1)N1CCN(c2nc3ccccc3s2)CC1 (centres undefined) | -7 | -4% | 7% | 5% | -7% | -13% | 0% | 1.6 | -5 |
| O=C(c1ccc(F)cc1)N1CCN2C(=O)c3ccccc3C12c1ccc(Cl)cc1 (centres undefined) | . | 0% | 20% | -2% | 1% | -2% | 0% | . | -5 |
| COc1cccc(OC)c1C(=O)NC(C)C12CC3CC(CC(C3)C1)C2 (centres undefined) | -21 | -5% | -42% | 4% | -1% | 1% | . | 0.1 | -7 |
| CC(=O)N1C(=O)C2(C(C#N)=C(N)Oc3cc(C)oc(=O)c32)c2ccccc21 (centres undefined) | -4 | -5% | -10% | -4% | -12% | -3% | -3% | -0.3 | -5 |
| COC(=O)c1sccc1NC(=O)CCC1CCCCC1 | -20 | -3% | -14%[56.9 µM] | -5% | 0% | 0% | -9% | 0.5 | 1 |
| CC(C)NC(=O)Cn1cc(C(=O)C(=O)N2CCOCC2)c2ccccc21 | -9 | -1% | -21% | 1% | -13% | 7% | 8% | 0.1 | -7 |
| COc1ccc(S(=O)(=O)NCCC(C)C)cc1OC | -20 | -4% | 22% | 1% | . | 1% | 7% | 0.3 | -5 |
| Cc1ccc(N2CCN(C(=O)c3ccccc3)CC2)c(C)c1 | -16 | -2% | -7% | -2% | -5% | -20% | 1% | 0.0 | 6 |
| Cc1cc(-c2ccccc2)nc(SCc2ccc(C(=O)O)o2)n1 | 6 | 3% | -35% | -6% | 3% | -14% | 1% | -0.4 | -3 |
| COc1ccccc1-c1ccc(SCc2cccc(C)c2)nn1 | -25 | -1% | 13% | 2% | 5% | -5% | 0% | 1.6 | -10 |
| CCCCNC(=O)CSc1nc2n[nH]c(C)c2c(=N)n1-c1ccccc1CC | . | -1% | -2% | -8% | 1% | -1% | 1% | 0.6 | -2 |
| CCCc1cc2c(cc1NS(=O)(=O)c1ccc(CCNC(C)=O)cc1)OCO2 | -5 | -3% | -4% | -7% | 4% | -19% | -3% | -1.4 | 10 |
| O=C(NC1CCC(c2ccccc2)CC1)c1cccnc1 (centres undefined) | 5 | -2% | 22% | 0% | 6% | 17% | -1% | -2.1 | 0 |
| Cc1ccc(NC(=O)c2ccc3c(c2)OCCO3)nc1 | 1 | -13% | 6% | -3% | 2% | 0% | 2% | 0.9 | -1 |
| CCN(CC)CCOC(=O)c1ccc(N=CC2=C(O)CC(C)(C)CC2=O)cc1 | . | -2% | 40%[11.4 µM] | -2% | 16% | ? | -3% | . | -3 |
| CCc1ccc(NC(=O)CCc2ccc(C)o2)cc1 | 11 | 2% | 19% | -20% | -2% | ? | 0% | -5.3 | 0 |
| Nc1ccccc1Oc1ncc(C(F)(F)F)cc1Cl | -8 | -1% | -8% | -6% | . | 2% | 1% | 0.6 | 2 |
| Cc1ccc(C(=O)O/N=C(\N)c2cccnc2)cc1[N+](=O)[O-] | -5 | 9% | -1% | -3% | 2% | 14% | -18% | -0.4 | -8 |
| COCCCNc1c2c(nc3nnnn13)CCCC2 | 19 | -5% | -3% | 1% | 1% | 9% | -24% | 0.2 | -6 |
| COc1ccc(-c2nc3ccc(C)cn3c2Cc2ccsc2)cc1OC | . | -1% | . | -5% | . | ? | . | . | -4 |
| Cn1c(SCC(=O)Nc2ccccc2F)nnc1-c1ccc(S(=O)(=O)N2CCOCC2)cc1 | 6 | -2% | 27% | 2% | 3% | 0% | -7% | 1.1 | -7 |
| COc1ccc(N2CC(O)=C(c3n(C)c4ccccc4[n+]3C)C2=N)cc1 | -12 | -5% | -4%[11.4 µM] | 1% | -4% | 5% | 0% | -0.2 | 0 |
| N#Cc1ccccc1S(=O)(=O)N1CCN(C(=O)CCC2CCCC2)CC1 | 5 | -3% | 14% | -2% | -12% | ? | 7% | 0.5 | -2 |
| Nc1nonc1-c1nc2ccccc2n1Cc1ccc(F)cc1Cl | -5 | 2% | 8% | -16% | 8% | 15%[57.4 µM] | -11% | 1.6 | -2 |
| CC(C)N(C(=O)CSc1cn(CC(=O)N2CCCCCC2)c2ccccc12)C(C)C | . | -1% | 22% | 5% | 13% | -22% | 1% | 1.0 | 8 |
| COc1ccc(SCc2noc(C(=O)NCC3CCCO3)c2C(=O)O)cc1 (centres undefined) | -10 | 1% | -6% | 3% | 2% | -2% | -2% | -1.8 | -12 |
| CN(Cc1ccccc1)C(=O)C1CCN(S(=O)(=O)c2ccc(-n3cnnn3)cc2)CC1 | 8 | -3% | 14% | 0% | -2% | -2% | 0% | 0.2 | -14 |
| O=C(Oc1ccc(NC(=O)c2cc3c(cc2Br)OCO3)cc1)c1ccccc1 | -31 | -9% | 16% | -1% | -11% | 7% | 1% | 1.0 | -1 |
| O=C(Cn1c(=O)n(CC2CCCO2)c(=O)c2ccccc21)c1ccc(Cl)c(Cl)c1 (centres undefined) | 6 | -4% | -49% | 0% | 3% | 0% | . | -0.4 | -3 |
| Cc1cccc(C)c1NC(=O)CN(C)C(=O)c1ccc(NS(=O)(=O)c2ccc3[nH]c(=O)[nH]c3c2)cc1 | -1 | -2% | -3% | 1% | -5% | -5% | 3% | 0.4 | -10 |
| CC1Cc2cc(/C(O)=C3/C(=O)C(=O)N(CCN4CCOCC4)C3c3cccc(Cl)c3)ccc2O1 (centres undefined) | -1 | -1% | 8% | 4% | 0% | ? | 17% | 0.4 | -2 |
| O=S(=O)([O-])CCC[n+]1ccc(Oc2ccccc2)cc1 | -5 | 1% | 2% | -1% | -3% | 73%[activator] | ? | -0.3 | -25 |
| CCN(Cc1ccncc1)C(=O)c1ccc2c(c1)S(=O)(=O)c1ccccc1C2=O | 13 | 1% | -2% | -3% | 6% | 0% | -1% | -0.5 | 2 |
| CCOC(=O)c1ccc(S(=O)(=O)NCCN(CC)CC)cc1 | 5 | -3% | 12% | 5% | 0% | -19% | ? | 1.5 | -1 |
| COc1ccc(C2(c3ccc(OC)cc3)NC(=O)N(CC(=O)Nc3ccc(C(=O)N(C)C)cc3)C2=O)cc1 | 5 | -3% | 15% | -6% | 4% | -4% | -8% | 0.3 | -2 |
| CCc1ccccc1N(C)C(=O)Nc1cn(CC(C)C)c(=O)c2ccccc12 | . | -4% | -2% | -2% | 3% | -3% | -2% | -0.3 | 0 |

Entries listed so far that contain two or more sulfur atoms:
| SMILES | D2 antagonist | GRP78 ERSR act | RGS4 inhibitor | Vif-APOBEC3G blk | ERG-DNA inh | ALOX12 inh | Vif-A3F inh | D2 agonist | LDHA inh |
| --- | --- | --- | --- | --- | --- | --- | --- | --- | --- |
| COC(=O)c1cc(=O)nc2sc(-c3cccs3)nn12 | -2 | -4% | -13% | 4% | 6% | -14% | -6% | -0.1 | -3 |
| CCOC(=O)c1c(-c2ccc(C)o2)csc1NC(=S)NC(=O)c1cccs1 | 0 | -2% | ? | -8% | 9% | ? | 2% | 0.7 | 4 |
| CC(C)CC(c1nnnn1Cc1cccs1)N1CCN(c2nc3ccccc3s2)CC1 (centres undefined) | -7 | -4% | 7% | 5% | -7% | -13% | 0% | 1.6 | -5 |
| Cn1c(SCC(=O)Nc2ccccc2F)nnc1-c1ccc(S(=O)(=O)N2CCOCC2)cc1 | 6 | -2% | 27% | 2% | 3% | 0% | -7% | 1.1 | -7 |

These rows are one share of the data (hit frequency here may not be typical).
